TNAP activators: human TNAP enzyme activators, primary screen, biochemical, luminescent, no phosphate acceptor, uHTS (AID 1001); 200,000 compounds, 0.03% hits; purified TNAP, luminescent activation assay, no phosphate acceptor; higher activation fold means a stronger effect; activation fold at 20 µM, or EC50 in µM where a hit was titrated; in the data active = activation fold from about 3, or a potency from the dose series; inactive = the rest, 99 in 100 with activation fold below about 1.6; also: many of its hits are not listed in these tables
CSM14.1 death rescue: rescue of cells from ER stress-induced death, primary screen, 384-well, CSM14.1, thapsigargin, ATP luminescence (AID 1222); CSM14.1 thapsigargin-induced death rescue, ATP luminescence; higher % means a stronger effect; 190,000 tested, under 10 active; cellular ATP content (survival), % at 20 µM, or EC50 in µM where a hit was titrated;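 active = EC50 below 50 µM in the dose-response confirmation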;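 also: death triggered by thapsigargin at about 15 µM added after 2 h compound pretreatment; cell ATP read after overnight thapsigargin exposure of roughly 18 to 22 hours; normalized against plate controls of thapsigargin alone and 5% DMSO vehicle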
human PMI inhibition: MPI enzyme activity inhibition – biochemical, fluorescence intensity, coupled assay, primary screen (AID 1209) | purified PMI enzyme, coupled fluorescence intensity; higher % means a stronger effect | inhibition, % at 20 µM; hits with a dose series show IC50 in µM | 190,000 compounds, 0.42% hits;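 also: plate controls were DMSO vehicle for no effect and wells lacking substrate for full effect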
P. falciparum M1AAP: P. falciparum M1AAP inhibitors, biochemical, fluorogenic H-Leu-NHMec substrate, 1536-well (AID 1445) | inhibition, % at 30 µM; hits with a dose series show IC50 in µM | recombinant M1AAP, H-Leu-NHMec fluorogenic kinetic assay; higher % means a stronger effect | 220,000 compounds, 0.42% hits;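 active = primary inhibition above the hit cutoff, then over 50% inhibition at one or more dose response concentrations, cut at about 23% in these data, passing the limit was not always enough; inconclusive = conflicting primary data, or primary hits not chosen for dose response; inactive = low primary inhibition, or under 50% at every dose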;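 also: plate controls were DMSO full reaction for no effect and no enzyme background for full effect; strong numbers were not always called active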
UTI89 phage lysis: inhibition of K1F phage lysis, E. coli UTI89, bacterial capsule biogenesis inhibitors, alamar blue (AID 488966). E. coli UTI89 K1F phage lysis, alamar blue, 2 h; higher % means a stronger effect. inhibition, % at 100 µM; hits with a dose series show IC50 in µM. 340,000 compounds, 0.02% hits;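 active = phage lysis inhibition, versus mean bacterial control, above a set limit; inconclusive = no clear call, values can overlap the other calls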;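 also: capsule biogenesis inhibitors block K1F phage lysis so surviving cells raise fluorescence; higher fluorescence means more inhibition of phage lysis; actives were called in the ten point dose series up to 300 µM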
WT yeast gro inh: growth inhibition of WT yeast, mitochondrial fusion screen; mitochondrial fusion phenotypic screen, WT strain; AID 1362; 190,000 compounds, 2.1% hits; inhibition, % at 10 µM; in the data active = inhibition above about 58%; tested in S. cerevisiae
Myeloid diff 2: compounds promoting myeloid differentiation. ER-HoxA9 myeloid progenitors, lysozyme-GFP differentiation, flow cytometry. 360,000 compounds, 1% hits. AID 624256. calls only at 10 µM;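 active = normalized GFP-positive differentiation at or above the plate's own cutoff, the solvent-only control mean plus 3 SD; inconclusive = no clear call, values can overlap the other calls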;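 also: cells exposed to compound for four days before flow analysis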
Lipid droplet: modulators of hepatic lipid droplet formation; AML12 mouse hepatocytes, oleate lipid droplets, BODIPY imaging; inhibition, % at 6.5 µM; 240,000 compounds, 0.4% hits;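 active = lipid droplet intensity inhibited by at least 50%, with more than 500 cells counted; inconclusive = wells with under 300 cells, treated as cytotoxic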
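Assay system: AML12 mouse liver cells | Compound dosing: One dose, 6.5 µM compound | Read-out basis: Droplet intensity reduction, % inhibition | Measured by: Fluorescence imaging, 20x objective, two fields per well | Schedule: Overnight treatment with compound plus oleate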
human PMI inhibitors: MPI inhibition at elevated mannose 6-phosphate – biochemical, fluorescence intensity, high mannose 6-phosphate, primary screen (AID 1220) | recombinant PMI enzyme, coupled fluorescence intensity; higher % means a stronger effect | one-dose inhibition, % at 20 µM; IC50 in µM for titrated hits | 190,000 compounds, 0.66% hits
WT yeast gro inh mutant strain: second read-out of WT yeast gro inh, no call of its own (marks repeat the call); inhibition, %; mitochondrial fusion phenotypic screen, mutant strain inhibition
Lipid droplet cells 6.5 µM: further read-out of Lipid droplet, marked with its call; cell count; measured here: cell count, cytotoxicity flag;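 cells counted across two imaged fields per well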
Myeloid diff 2 GFP+ MAC1+ %: recorded beside Myeloid diff 2, whose call it bears; GFP+ MAC1+ double positive, %; measured here: differentiation confirmed by MAC1 staining
Numbers without * were called inactive; i = inactive; ? = inconclusive; · = not tested or not shown; + = active, no number; [ ] = dose if it differs, or a comment. Rule as the data show it, unless noted: active = inhibition above about 50%; inactive = the rest. This is a random part of the collection; about 4.6% have a hit in one of these screens.

Values run as follows: TNAP activators | CSM14.1 death rescue | human PMI inhibition | P. falciparum M1AAP | UTI89 phage lysis | WT yeast gro inh | WT yeast gro inh mutant strain | Myeloid diff 2 | Myeloid diff 2 GFP+ MAC1+ % | Lipid droplet | Lipid droplet cells 6.5 µM | human PMI inhibitors
O=C(c1ccncc1)N1N=C(C2CCCCC2)CC1(O)C(F)(F)F (stereo unspecified)
  1.1 | 0.8% | -17.8% | 7.3% | · | 5.8 | -5.3 | i | 0.1 | 12.2 | 694 | -15.2%
COc1ccc(CNC(=O)C(c2ccc(C)cc2)N(Cc2cccs2)C(=O)c2ccc3c(c2)OCCO3)cc1 (stereo unspecified)
  1 | -0.7% | 15.9% | 7.3% | 1.1%[50 µM] | 55.2 | -6.7 | ? | · | · | · | 6.2%
CSc1nsc(SCC(=O)N2CCc3ccccc32)n1
  1 | -1.4% | -2.1% | 2.3% | 0.1% | 1.6 | 1.8 | i | 0.4 | 1.6 | 767 | -2.6%
CCCCc1nc2n[nH]c(N)c2c2c1CSC(C)(C)C2
  0.9 | 1.5% | 5.0% | -2.2% | 0.6% | 11.5 | 3.7 | i | 1.5 | 4.0 | 789 | 5.0%
COc1nc2c(C)cccc2cc1-c1noc(-c2ccco2)n1
  1 | · | 9.6% | 6.1% | -0.3% | 5.5 | -11.2 | i | 1.2 | -7.8 | 503 | 6.2%
COC(=O)CSc1nc2ccc(C)cc2[nH]1
  1 | -0.9% | 13.0% | 9.4% | 0.5% | -10.3 | -35.9 | i | 3.6 | · | · | 1.6%
Cc1noc(C)c1S(=O)(=O)Nc1ccc(C(=O)N2CCc3ccccc3C2)cc1
  1.1 | 0.7% | -2.9% | 3.8% | 2.3% | -17.9 | 4.1 | i | 1.3 | · | · | 8.5%
Cc1cccc(Cl)c1NNC(=O)Nc1c([N+](=O)[O-])c(C)nn1C
  · | · | · | 0.1% | 0.6% | · | · | i | 0.8 | -63.9 | 708 | ·
O=C(c1ccccc1)c1nnc(-c2ccccc2F)o1
  1.2 | -1.2% | 11.4% | 3.3% | 0.6% | 1.0 | 14.1 | i | 0.6 | 3.6 | 729 | 14.7%
CCO[C@@H]1OC(C(=O)N2CCN(Cc3ccc4c(c3)OCO4)CC2)=C[C@H](c2ccc3c(c2)OCO3)[C@H]1CCCO
  1.1 | 7.4% | 8.9% | 6.4% | · | 3.5 | 0.6 | · | · | -42.9 | 664 | 14.2%
COc1ccc(C(OC(=O)c2c(C)noc2C)C(=O)NC2CCCC2)cc1 (stereo unspecified)
  1 | -0.7% | 4.9% | -4.6% | 1.1% | 1.0 | -9.8 | i | 5.7 | -1.3 | 732 | 1.9%
Cc1cc(C)nc(NC(=O)CSc2nnnn2-c2ccccc2)n1
  1.1 | -1.9% | 7.9% | 2.7% | 0.4% | -15.9 | -7.2 | i | 4.9 | · | · | 3.0%
CCOc1cc(Br)c(/C=C2/C(=O)N(C)C(=S)N2CC(=O)OC)cc1OC
  1 | 0.4% | · | -0.2% | 0.2% | 16.6 | 7.2 | i | 0.5 | -25.3 | 598 | ·
c1ccc(OCc2nnc3sc(-c4cccs4)nn23)cc1
  1.1 | 2.1% | 65.5%* | 8.9% | 0.0% | 5.4 | 39.9 | i | 0.3 | 2.8 | 750 | 9.6%
NC(=O)C1=C[C@H](c2csc3ccccc23)C[C@H](OCc2ccc(CO)cc2)O1
  1 | 4.1% | 14.3% | 4.3% | -1.4% | -7.0 | -7.5 | i | 0.5 | -6.3 | 728 | 27.3%
CC(=O)Nc1cccc(C(=O)OC(C(=O)c2ccc(C)c(C)c2)c2ccccc2)c1 (stereo unspecified)
  1.2 | 0.0% | 12.7% | 9.7% | -0.1% | 11.0 | -7.9 | i | 0.7 | · | · | 10.7%
Cc1c(C(=O)Nc2ccc(OCc3ccccc3)cc2)cccc1[N+](=O)[O-]
  1.1 | 0.4% | 9.7% | 2.8% | 4.8% | -0.1 | -10.8 | i | 1.4 | · | · | -0.5%
Cc1cccc2cc(C3CC(c4cccs4)=NN3C(=O)CCC(=O)O)c(Cl)nc12 (stereo unspecified)
  1.1 | 0.4% | 16.7% | 16.3% | 0.6%[50 µM] | -12.6 | -6.6 | i | 0.6 | -3.8 | 654 | 8.9%
CCN(CC)CC#CC(C)OCOCC#CCOC (stereo unspecified)
  1.1 | -0.2% | 5.4% | 8.4% | 0.0%[50 µM] | 6.4 | 13.8 | i | 1.3 | · | · | 1.4%
Cc1cccn2cc(-c3ccc(S(=O)(=O)N4CCCCC4)cc3)nc12
  1.1 | 2.2% | · | 7.6% | -1.2% | 16.9 | 12.5 | i | 0.3 | -11.5 | 718 | ·
FC(F)Sc1ccc(NC(=S)NC2CCCC2)cc1
  1.1 | -1.3% | 9.6% | 4.7% | 0.8% | 46.4 | 2.0 | i | 1.7 | -5.4 | 693 | 11.3%
CC(=O)NCc1nc2ccccc2n1C(C)C
  1 | -2.8% | 14.1% | 0.5% | -1.2% | 13.2 | 0.5 | i | 2.6 | 5.9 | 738 | 12.3%
Cc1nc(N(C)C)ncc1C(=O)O
  1.1 | -3.0% | 8.1% | -0.6% | 0.1% | 1.2 | 15.2 | i | 0.6 | 2.4 | 714 | 10.4%
CN1CCN(S(=O)(=O)c2ccc(Sc3nnnn3-c3ccccc3)c([N+](=O)[O-])c2)CC1
  1.1 | -4.4% | 19.6% | 2.9% | 0.1% | 7.1 | -12.4 | ? | · | -8.4 | 552 | 15.6%
C/C(CC(=O)Nc1ccccc1)=N\NC(=O)COc1ccc(C)cc1Br
  1 | -0.1% | 3.2% | 2.8% | 0.2% | 9.1 | 5.2 | i | 0.5 | 0.6 | 661 | -0.2%
CNC(=O)N(O)C1N(NC(=O)Nc2cccc3ccccc23)C(=S)SC1(C)C (stereo unspecified)
  1.1 | -1.6% | 20.7% | -1.4% | 5.6% | 1.3 | 2.6 | i | 0.7 | 17.6 | 686 | 15.0%
CCOc1ccc(C2C(C#N)=C(N)Oc3cc(C)oc(=O)c32)cc1 (stereo unspecified)
  1.1 | 0.8% | -3.5% | 5.9% | 0.0% | -7.4 | -13.0 | i | 0.6 | -2.0 | 623 | -0.1%
CCn1cc([N+](=O)[O-])c(C(=O)N2CCCC2)n1
  1.1 | -2.8% | 18.7% | -1.5% | -0.5% | -16.2 | -16.8 | + | 13.5* | -1.4 | 787 | 8.8%
CCn1nc(C)c(CNC(=O)c2cc(COc3ccc(F)cc3Cl)on2)c1C
  · | · | · | -7.8% | -0.2% | · | · | i | 0.3 | 3.3 | 732 | ·
CN1CCN(NS(=O)(=O)c2cccs2)CC1
  1.1 | -1.1% | 0.0% | 9.5% | 1.7%[50 µM] | -2.4 | -0.9 | i | 1.0 | 5.9 | 693 | -5.1%
COC(=O)c1c(C)[nH]c(C(=O)/C=C/c2ccccc2F)c1C
  · | · | · | 7.2% | 0.9% | · | · | i | 0.3 | -2.6 | 702 | ·
Nc1nc(SCCO)[nH]c(=O)c1NC(=O)c1ccccc1F
  0.6 | -5.0% | -8.1% | 5.7% | 1.6% | -8.7 | 0.9 | i | 0.1 | 5.2 | 719 | -5.4%
CC1=Nc2ccccc2/C1=C\c1nc(-c2ccc(F)cc2)oc1O
  0.8 | -0.5% | 8.7% | 14.0% | 2.3% | 9.1 | 20.6 | i | 9.7 | -2.0 | 817 | 2.6%
O=C(O)C1C2C=CC(O2)C1C(=O)NCCCn1ccnc1 (stereo unspecified)
  1.1 | 0.1% | -2.4% | -8.7% | · | 1.3 | -4.0 | · | · | · | · | -5.1%
CCn1c(=O)c(-c2cc(=O)[nH][nH]2)c(O)c2ccccc21
  0.9 | · | -5.8% | 15.3% | i | 8.1 | 15.1 | i | 0.3 | -22.5 | 609 | -9.9%
COc1ccc(OC)c(NC(=O)Nc2cccc(Cn3cccn3)c2)c1
  1.1 | · | 7.9% | 8.2% | 0.0% | 1.2 | -1.5 | i | 0.4 | 12.5 | 713 | 7.5%
CCOC(=O)Cc1csc(NS(=O)(=O)c2ccc(OC)cc2)n1
  1.1 | 0.3% | 0.9% | 1.9% | -1.0% | -5.3 | -9.4 | i | 0.2 | -0.7 | 666 | -0.2%
C/C(Cl)=C\Cn1c(=O)c2c(nc3n2CCS3)n(C)c1=O
  0.9 | -0.1% | -8.0% | 6.3% | 0.3% | -7.6 | -4.8 | i | 1.4 | · | · | -4.6%
CCc1ccccc1NC(=O)c1ccccc1Sc1ccc([N+](=O)[O-])cc1Cl
  0.7 | -0.2% | 16.9% | 3.8% | 0.2% | 46.9 | 28.9 | i | 0.3 | -7.5 | 611 | -1.9%
CC(=O)c1ccc(NC(=O)CC23CC4CC(C2)CC(n2nnc(C)n2)(C4)C3)cc1
  1.1 | -2.7% | 5.2% | -1.5% | 0.0% | -2.5 | 5.4 | i | 0.0 | -2.1 | 735 | 5.3%
CCOc1ccc(C(=O)NC(=S)N(Cc2ccccc2)Cc2ccccc2)cc1
  1.1 | -4.3% | 0.4% | -20.2% | 3.4% | 12.5 | 17.8 | i | 7.8 | · | · | -5.5%
Cc1ccc(N(Cc2cc3ccccc3[nH]c2=O)C(=O)c2ccco2)c(C)c1
  1 | -1.8% | 0.3% | 4.8% | -0.9% | 7.0 | 2.4 | i | 1.4 | -2.3 | 747 | -1.2%
COC(=O)c1cc(NC(=O)CSc2nnc(N)s2)ccc1Cl
  1.1 | -2.4% | -11.6% | 3.0% | -0.3% | -19.8 | -5.0 | i | 0.6 | 2.6 | 593 | -6.7%

2 entries from above, with bars between the fields.
SMILES | TNAP activators | CSM14.1 death rescue | human PMI inhibition | P. falciparum M1AAP | UTI89 phage lysis | WT yeast gro inh | WT yeast gro inh mutant strain | Myeloid diff 2 | Myeloid diff 2 GFP+ MAC1+ % | Lipid droplet | Lipid droplet cells 6.5 µM | human PMI inhibitors
c1ccc(OCc2nnc3sc(-c4cccs4)nn23)cc1 | 1.1 | 2.1% | 65.5%* | 8.9% | 0.0% | 5.4 | 39.9 | i | 0.3 | 2.8 | 750 | 9.6%
NC(=O)C1=C[C@H](c2csc3ccccc23)C[C@H](OCc2ccc(CO)cc2)O1 | 1 | 4.1% | 14.3% | 4.3% | -1.4% | -7.0 | -7.5 | i | 0.5 | -6.3 | 728 | 27.3%

Compound activity: PubChem BioAssay, several laboratories
